Screening data (PubChem BioAssay)
AmpC inh no detg = AmpC beta-lactamase inhibition without detergent; P00811; AmpC nitrocefin hydrolysis, absorbance 480 nm, 0.0001% Triton; Potency, µM (series often up to 57.1 µM), without a hit: at the highest dose activity change, negative = inhibition, usual class: inhibitors; 0.52% of 330,000 active; AID 485341;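 further: potency means the concentration at half of the fitted maximal effect; plate controls were no compound for no effect and no enzyme for full effect; nearly all actives have a fitted effect of over 20% in size; some results filed as inactive show a strong effect at the top dose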
Target sequence (P00811 whole entry, looked up): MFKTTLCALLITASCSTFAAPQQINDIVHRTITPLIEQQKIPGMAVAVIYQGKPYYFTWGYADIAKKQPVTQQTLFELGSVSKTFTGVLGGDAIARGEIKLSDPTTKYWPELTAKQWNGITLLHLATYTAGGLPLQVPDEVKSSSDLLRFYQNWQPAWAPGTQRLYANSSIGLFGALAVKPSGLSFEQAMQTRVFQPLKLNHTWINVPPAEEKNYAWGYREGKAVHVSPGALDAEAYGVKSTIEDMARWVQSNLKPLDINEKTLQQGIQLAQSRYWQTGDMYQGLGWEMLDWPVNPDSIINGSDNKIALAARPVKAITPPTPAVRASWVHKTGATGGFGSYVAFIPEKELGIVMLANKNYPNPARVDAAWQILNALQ
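AmpC (5.3 nM in the dispensed reagent) in 20 mM phosphate pH 7.0 with 0.01% (detergent screen) or 0.0001% Triton X-100 was preincubated with compounds for 15 min at room temperature. Nitrocefin was then added from an 800 uM solution, and hydrolysis was followed at 480 nm.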
HCMV antiviral = human cytomegalovirus inhibition | HFF cells, HCMV-luciferase reporter, 72 h; active compounds read low | activity change, negative = inhibition, % at 57.5 µM | 4.5% of 410,000 active; in the data active means activity change below about -60%; inconclusive means no clear call, values can overlap the other calls; inactive means above about -39%
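Screen run at 2 compound doses on HFFs infected with reporter HCMV, MOI 1 PFU/cell. Luciferase activity from cell lysates at 72 h post infection gave inhibition relative to buffer-only and Salinomycin wells.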
FBPA Giardia inh = blocks Giardia fructose-bisphosphate aldolase activity; A8B2U2; purified Giardia FBPA; Potency, µM (top dose mostly 59.6 µM), inactives show at the highest dose activity, negative = inhibition, usual class: inhibitors; 0.71% of 290,000 active; further: potency means the concentration at half of the fitted maximal effect; nearly all actives have a fitted effect of over 55% in size
Target sequence (A8B2U2 whole entry, looked up): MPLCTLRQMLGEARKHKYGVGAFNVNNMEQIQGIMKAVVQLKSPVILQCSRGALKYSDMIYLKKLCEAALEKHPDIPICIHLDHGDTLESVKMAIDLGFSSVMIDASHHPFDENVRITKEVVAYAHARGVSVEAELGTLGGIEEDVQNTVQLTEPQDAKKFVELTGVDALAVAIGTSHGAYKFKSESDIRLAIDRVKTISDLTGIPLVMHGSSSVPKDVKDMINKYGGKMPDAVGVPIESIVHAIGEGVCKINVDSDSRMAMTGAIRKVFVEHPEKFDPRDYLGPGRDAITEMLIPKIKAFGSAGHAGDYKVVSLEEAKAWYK
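40 nM FBPA preincubated 10 min at RT with compound (up to 57.5 uM final), then substrate plus GAPDH/TPI/NAD/arsenate coupling and diaphorase/resazurin added. Fluorescence read after 20 min at RT, 525/598 nm.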
Sm TGR inh = S. mansoni TGR enzyme inhibition | purified TGR, DTNB reduction, TNB absorbance 405 nm | 3% of 360,000 active | Q962Y6 | Potency, µM (doses to about 114 µM), for the others: top-dose activity change, negative = inhibition, actives largely listed as inhibitors; further: potency means the concentration at half of the fitted maximal effect; nearly all actives have a fitted effect of over 60% in size
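TGR 20 nM + NADPH 100 uM (dispensed conc.), cpd preinc 15 min RT; start with NADPH (500 uM addition) then DTNB (15 mM addition). Kinetic TNB absorbance, 405 nm filter. Four-parameter Hill fit across titration.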
HCV inhibitor = HCV inhibition | Huh7.5.1 HCVcc-Cre infection, luciferase reporter, 44 h | Potency, µM (series often up to 41.8 µM), inactives show at the top dose activity change, negative = inhibition, actives largely listed as inhibitors | 3.4% of 340,000 active | AID 651820; further: potency means the concentration at half of the fitted maximal effect
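Infectious HCV cell culture screen: compound-treated cells (1,000/well, pre-plated 4 h) are infected with HCVcc-Cre at roughly 0.5 moi and grown 44 h. Infection is quantified by luciferase signal after 15 min substrate incubation at room temperature.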
AmpC inh detg = blocks E. coli AmpC beta-lactamase in detergent assay; P00811; 0.041% of 370,000 active; Potency, µM (highest dose often 114 µM), without a hit: at the top dose activity change, negative = inhibition, actives largely listed as inhibitors; AmpC hydrolysis of nitrocefin, absorbance 480 nm, 0.01% Triton;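 further: potency means the concentration at half of the fitted maximal effect; 0% = no-compound wells and -100% = no-enzyme wells; nearly all actives have a fitted effect of over 25% in size; some results filed as inactive show a strong effect at the top dose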
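AmpC (5.3 nM in the dispensed reagent) in 20 mM phosphate pH 7.0 with 0.01% (detergent screen) or 0.0001% Triton X-100 was preincubated with compounds for 15 min at room temperature. Nitrocefin was then added from an 800 uM solution, and hydrolysis was followed at 480 nm.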
* = called active by the depositor; ? = inconclusive; . = no result given; [ ] = another dose, or the depositor's remark. Unless noted, the call rests on the fitted dose curve; in most records, active means well fitted curve in the direction sought with a large enough effect; inconclusive means small, poorly fitted or top-dose-only effect, or another doubt; inactive means no such curve, though single readings can be large; an effect the other way counts as inactive or inconclusive. Unless noted, on the % scale 0 is the no-effect control and ±100 the full control effect.

SMILES | AmpC inh no detg | HCMV antiviral | FBPA Giardia inh | Sm TGR inh | HCV inhibitor | AmpC inh detg
Cc1cc(-n2c(C)cc(C(=O)CCl)c2C)no1 | -20% | -96* | -2% | 8.9µM* | ? | -8%
Cc1ccc(NC(=S)NCc2ccc(F)cc2)c(C)c1 | -20% | -10 | 6% | 3% | -11% | ?
COc1ccc(NC(=O)c2oc3ccccc3c2NC(=O)C2CC2)c(OC)c1 | 0% | -39 | . | 0% | ? | 5%
COC(=O)c1ccc(CSc2nc3c(c(=O)n2-c2ccc(Br)cc2)SCC3)o1 | -17% | -3 | -6% | -32% | -8% | ?
O=C(CN1CC=C(c2ccccc2)CC1)NC(=O)NCc1ccco1 | 18% | -10 | -26% | 0% | 17% | -14%
CN(C)S(=O)(=O)c1cccc(NC(=O)COC(=O)c2cccn2C)c1 | -14% | -4 | 3% | 3% | -11% | 9%
O=S(=O)(Nc1cccnc1Cl)c1ccc(-c2ccccc2)cc1 | -32% | -29 | 10% | -21% | 2% | -10%
CCCOc1ccc(C(=O)N2CCCC2)cc1OC | -9% | 8 | 6% | -8% | 9% | -7%
O=C(COc1coc(CN2CCc3ccccc3C2)cc1=O)Nc1ccc(F)cc1 | 27% | -9 | . | -1% | -13% | -2%
NC(=O)C1CCN(Cc2nc3cc(C(F)(F)F)ccc3c(=O)[nH]2)CC1 | -13% | 2 | -13% | 0% | 28% | 4%
CC1CCN(C(=O)c2ccccc2NC(=O)c2nsc3ccccc23)CC1 | . | 0 | . | 8% | . | 4%
COC(=O)c1ccc(CN2CCN(CCc3ccccc3)C(CCO)C2)cc1 (stereo not drawn) | 53% | -36 | 2% | 18% | -11% | 4%
CCn1c(N2CCN(CC(=O)c3ccc(OC)cc3)CC2)nc2ccccc21 | 45% | . | 0% | -36% | -10% | -11%
COc1ccc(C(=O)Nc2nnc(S(=O)(=O)N(C)Cc3ccccc3)s2)cc1 | -25% | -25 | -28% | -7% | 12% | ?
COc1cccc(C2NC(CCSC)(C(=O)O)C3C(=O)N(C(C)C)C(=O)C23)c1O (stereo not drawn) | -6% | 43 | ? | -3% | -4% | ?

Of the compounds above, these contain a furan ring, fused or not.
SMILES | AmpC inh no detg | HCMV antiviral | FBPA Giardia inh | Sm TGR inh | HCV inhibitor | AmpC inh detg
COc1ccc(NC(=O)c2oc3ccccc3c2NC(=O)C2CC2)c(OC)c1 | 0% | -39 | . | 0% | ? | 5%
COC(=O)c1ccc(CSc2nc3c(c(=O)n2-c2ccc(Br)cc2)SCC3)o1 | -17% | -3 | -6% | -32% | -8% | ?
O=C(CN1CC=C(c2ccccc2)CC1)NC(=O)NCc1ccco1 | 18% | -10 | -26% | 0% | 17% | -14%

(cont.)
SMILES | AmpC inh no detg | HCMV antiviral | FBPA Giardia inh | Sm TGR inh | HCV inhibitor | AmpC inh detg
CCCNC(=O)C(Cc1ccccc1C)NC(=O)c1ccc(C(F)(F)F)cc1 (stereo not drawn) | -22% | 26 | . | -4% | 10% | 2%
CCCN(CC(=O)Nc1cc(Cl)ccc1Cl)C(=O)/C=C/c1cc(OC)ccc1OC | -21% | -15 | . | . | ? | .
COc1ccc(-c2cc(C(F)F)n3ncc(C(=O)N4CCN(C)CC4)c3n2)cc1 | 10% | 35 | 0% | -1% | ? | -3%
O=C(O)CN(c1cccc(C(F)(F)F)c1)S(=O)(=O)c1ccccc1 | -9% | 5 | 13% | . | 14% | -1%
COC(=O)c1cc(OC)c(OC)cc1NC(=S)N1CCN(c2ccccn2)CC1 | 73%[activator] | ? | -1% | 6% | -5% | 7%
OC(CNCc1ccccc1)COCc1ccc(Cl)cc1 (stereo not drawn) | -17% | 28 | ? | 3% | 14% | 1%
CN(CC(=O)Nc1ccc(F)c(F)c1)S(=O)(=O)c1cccc2cccnc12 | -30% | 27 | . | -26% | ? | 3%
O=C(N/C(=C/c1cccnc1)C(=O)N1CCOCC1)c1ccccc1F | -4% | -4 | 3% | 4% | 9% | 3%
COc1cc(OC)cc(C(=O)NN2CCOCC2)c1 | 0% | 5 | . | 0% | 9% | 5%
COc1ccccc1N1CCN(C2CCCN(C(=O)c3ccnc4ccc(C)cc34)C2)CC1 (stereo not drawn) | 114%[activator] | 21 | 3% | -6% | -9% | ?
Cc1ccc(NC2=C(CC(=O)O)C(c3ccccc3)N(c3ccc(C)cc3)C2=O)cc1 (stereo not drawn) | -44% | -26 | 0% | -12% | 42%[activator] | -8%
CCC1CO/C(=C(\C(Cl)=C(Cl)Cl)[N+](=O)[O-])N1 (stereo not drawn) | -13% | -13 | -1% | 8.9µM* | -2% | 5%
O=C(c1ccc(Cn2c(=S)[nH]c3ccccc3c2=O)cc1)N1CCN(c2ccccn2)CC1 | -16% | -65* | 7% | -1% | 11µM* | 5%
COc1cccc(C(=O)NNS(=O)(=O)c2ccc(C)cc2)c1 | -18% | -17 | 0% | -3% | 0% | ?
c1ccc(-c2ccc3c(c2)c2c4n3CCN=C4CCC2)cc1 | 103%[activator] | -15 | 1% | ? | ? | -8%
O=C(COc1cccc(F)c1)N[C@@H](Cc1ccccc1)c1nc2ccccc2[nH]1 | -36% | ? | -9% | -17% | ? | -7%
C=CCn1c(CNC(=O)c2ccccc2F)nnc1SCc1nc2ccccc2c(=O)[nH]1 | -21% | -15 | -3% | 6% | 17% | -1%
CCc1sc(NC(=O)CN2CCOCC2)nc1-c1ccccc1 | 81%[activator] | 31 | 1% | 2% | ? | ?
CCc1nc2c(cnn2-c2ccc(F)cc2)c(=O)n1-c1ccc(N2CCC(C)CC2)cc1 | -16% | ? | 1% | 1% | 0% | -10%
CCCCOc1ccc(Cc2c(Cl)nc(SC)nc2N2CCOCC2)cc1 | -36% | -39 | 1% | 1% | -26% | -18%
CCCNC(=O)C(Cc1ccccc1)NC(=O)c1ccc(C(F)(F)F)cc1 (stereo not drawn) | 1% | 34 | . | -3% | 9% | 2%
O=C(COC(=O)c1cc(=O)c2ccccc2o1)NCc1ccccc1 | -19% | 6 | . | 4% | 2% | -14%
S=C(Nc1ccccn1)Nc1ccccc1Cl | -27% | -83* | -20% | ? | ? | -4%
O=C(N/N=C/c1ccccn1)c1cc(Br)ccc1O | -37% | 31 | ? | 6% | -4% | -1%
CC1CCN(CCc2nc3cc(NC(=O)COc4ccc([N+](=O)[O-])cc4)ccc3n2C)CC1 | 24% | ? | . | -6% | ? | 2%
COc1ccc(C(=O)NC(=S)N2C[C@H]3C[C@H](C2)c2cccc(=O)n2C3)cc1OC | -29% | 9 | ? | -2% | 15% | -6%
CN(C)c1ccc(/C=N/NC(=O)c2ccc3c(c2)OCO3)cc1 | -22% | -66* | -5% | -10% | -3% | 2%
Cc1ccc(CN2CC(C(=O)N3CCN(c4ccccc4Cl)CC3)CC2=O)cc1 (stereo not drawn) | 177%[activator] | -24 | . | -8% | ? | 0%
COc1ccc(CCNC(=O)CCC(=O)NC2CCCCC2)cc1OC | 0% | 2 | 0% | 20% | 13% | 0%
O=C(CN1C(=O)S/C(=C\c2ccc(Cl)cc2)C1=O)NCCCn1ccnc1 | 70%[activator] | -8 | . | -5% | -4% | 2%
CC1CCCC(C)N1C(=O)COC(=O)c1cccnc1Cl (stereo not drawn) | -6% | -17 | . | . | 5% | .
COC(=O)C1CN(C(=O)C(C)Oc2cc(C)ccc2C(C)C)c2ccccc2O1 (stereo not drawn) | 34% | -11 | -10% | 7% | 9% | -7%
COc1ccccc1N1CCN(C(=O)CCCn2nc(C)c([N+](=O)[O-])c2C)CC1 | 117%[activator] | -13 | 1% | -7% | 0% | -5%
COC(=O)C(c1ccccc1)N1CCCCCC1 (stereo not drawn) | . | -22 | -25% | -2% | 15% | 4%
CCN(C(=O)CCNC(=O)Cn1cnc2ccccc2c1=O)c1ccccc1F | 4% | -1 | 0% | -1% | 11% | -4%
CC(C(=O)OCC(=O)N(C)C1(C#N)CCCCC1)N1C(=O)c2ccccc2C1=O (stereo not drawn) | -2% | -13 | . | 1% | 16% | -1%
CC1=C(C(=O)Nc2ccccc2C(F)(F)F)C(c2sccc2C)NC(=S)N1 (stereo not drawn) | -26% | -29 | 6% | -6% | ? | -10%
Cc1cccc(NC(=O)CN2C(=S)NC(C)(C)CC2C)c1C (stereo not drawn) | -20% | -12 | -1% | -15% | 28% | -3%
CCC(C)NC(=O)c1cc(-c2ccc3c(c2)OCO3)on1 (stereo not drawn) | 1% | 100 | 1% | -13% | -3% | -8%
CC(C)=NNc1nc2c(c(=O)n(C)c(=O)n2C)n1C | 7% | 2 | ? | -1% | -16% | -10%
O=C1CN(C(=O)COC(=O)Cc2ccsc2)c2ccccc2N1 | -24% | 21 | 6% | 8% | 9% | 4%
Cc1ccc(OCC(=O)OCC(=O)N2c3ccccc3CC2C)cc1C (stereo not drawn) | -21% | -6 | . | 4% | 8% | 1%
CC(c1ccccc1)n1c(Cn2ncc3ccccc3c2=O)n[nH]c1=S (stereo not drawn) | -13% | ? | 5% | 2% | -1% | 5%
Cc1c(Cl)ccc2c1NC(=O)[C@]21[C@@H]2C(=O)N(Cc3ccccc3)C(=O)[C@@H]2[C@@H]2CCCN21 | 67%[activator] | 106 | -9% | -32% | 1% | 2%
NS(=O)(=O)c1cccc(NC(=O)COc2ncnc3c2cnn3-c2ccccc2)c1 | -18%[2.29 µM] | 74 | -1% | 4% | -10% | 4%
CN1CCc2nc(NC(=O)COc3ccc4ccccc4c3)sc2C1 | 53% | -82* | -5% | ? | ? | ?
CCCCCCN=C1CC(C)(C)CC(=O)/C1=C(/O)CCC | 54% | -27 | 2% | 6% | ? | -9%
CCOC(=O)/C=C/C(=O)Nc1ccc(-c2nnc3n2CCCCC3)cc1 | 0% | 11 | 7% | -28% | 14% | -8%
CCOc1ccc(S(=O)(=O)N2CCN(Cc3ccccc3)CC2)cc1 | 19% | 21 | 1% | 15% | -15% | ?
CC(=O)Nc1ccc(NC(=O)CSc2ccc(-c3cccnc3)nn2)cc1 | 5% | 13 | -7% | 0% | -2% | -4%
CS(=O)(=O)N1CCc2cc(C(=O)NC3CC3)ccc21 | -8% | -39 | 0% | -2% | 17% | -3%
COc1ccc(Cn2nnnc2C(c2cccs2)N2CCN(c3ccccc3)CC2)cc1 (stereo not drawn) | -30% | -34 | -3% | -1% | -18% | -7%

Retrieved one by one from the list above, 5 records:
SMILES | AmpC inh no detg | HCMV antiviral | FBPA Giardia inh | Sm TGR inh | HCV inhibitor | AmpC inh detg
CS(=O)(=O)N1CCc2cc(C(=O)NC3CC3)ccc21 | -8% | -39 | 0% | -2% | 17% | -3%
CCOC(=O)/C=C/C(=O)Nc1ccc(-c2nnc3n2CCCCC3)cc1 | 0% | 11 | 7% | -28% | 14% | -8%
CN1CCc2nc(NC(=O)COc3ccc4ccccc4c3)sc2C1 | 53% | -82* | -5% | ? | ? | ?
COc1ccc(Cn2nnnc2C(c2cccs2)N2CCN(c3ccccc3)CC2)cc1 (stereo not drawn) | -30% | -34 | -3% | -1% | -18% | -7%
CC(=O)Nc1ccc(NC(=O)CSc2ccc(-c3cccnc3)nn2)cc1 | 5% | 13 | -7% | 0% | -2% | -4%

Random draw from the library (roughly 9.9% active in at least one column).
